hERG rescue: compounds protecting human hERG from proarrhythmic drug block; Q12809; CHO-hERG, FluxOR thallium flux, dofetilide IC70 present; activation (rescue from dofetilide block), less the hit threshold, % at 10 µM; actives 0.51% (n = 310,000);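 active = activation above the mean of controls blocked by dofetilide plus 5 SD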;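 also: thallium influx through hERG after potassium depolarization seen as dye fluorescence rise; in these data hits start at about 4.7%; inactives centre near -7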
GSK3 alpha inh: inhibitors of human GSK-3 alpha kinase; inhibition, % at 10 µM; ADP-Glo luminescence, 60 min; actives 0.1% (n = 320,000); AID 2650;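 in the data active = inhibition above about 50%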;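 also: GST-tagged GSK-3 alpha with peptide substrate and 25 µM ATP; 0% = DMSO neutral wells and 100% = GW8510 positive control wells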
Target sequence (P49840 whole entry, looked up): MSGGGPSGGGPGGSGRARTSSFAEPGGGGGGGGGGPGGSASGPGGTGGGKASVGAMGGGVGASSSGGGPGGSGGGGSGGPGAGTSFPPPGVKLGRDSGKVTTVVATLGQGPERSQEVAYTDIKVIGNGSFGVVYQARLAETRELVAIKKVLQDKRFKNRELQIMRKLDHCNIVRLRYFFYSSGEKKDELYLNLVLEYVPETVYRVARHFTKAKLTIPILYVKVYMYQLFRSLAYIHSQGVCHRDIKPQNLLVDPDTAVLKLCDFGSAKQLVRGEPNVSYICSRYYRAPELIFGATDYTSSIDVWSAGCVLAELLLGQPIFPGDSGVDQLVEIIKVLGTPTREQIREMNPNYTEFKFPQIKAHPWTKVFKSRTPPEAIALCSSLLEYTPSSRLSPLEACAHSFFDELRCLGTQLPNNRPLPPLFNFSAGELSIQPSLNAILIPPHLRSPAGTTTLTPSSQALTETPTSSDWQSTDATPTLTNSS
KCNK9 inh: inhibitors of human KCNK9 two-pore domain potassium channel. Q9NPC2. HEK293 KCNK9, FluxOR thallium flux fluorescence; hits give low values. B-score at 10 µM. actives 1.2% (n = 310,000). AID 488922;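 active = ratio B-score over 3 SD below the library mean, with starting fluorescence within 5 SD of its mean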;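 also: negative B-score means less thallium flux so channel inhibition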
KCNQ1 act: potentiates or activates the human KCNQ1 potassium channel; P51787; actives 0.35% (n = 310,000); CHO-K1 KCNQ1, thallium flux FluxOR fluorescence; hits give high values; AID 2648; B-score at 10 µM;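 active = fluorescence ratio B-score, a plate-corrected score, at least three library SD, with initial intensity B-score within 5 SD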
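Assay system: stable KCNQ1 CHO-K1 line; medium: assay buffer, equal DMSO in all wells; timing: 90 min dye loading and 20 min compound exposure, both at room temperature; technique: kinetic FluxOR thallium fluorescence, 10-s 1-Hz baseline, 110-s post-stimulus read; read-out basis: B score of baseline-normalized fluorescence ratio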
KCNQ1 inh: inhibitors of human KCNQ1 potassium channel; B-score at 10 µM; CHO-K1 KCNQ1, FluxOR thallium flux fluorescence; hits give high values; actives 1.3% (n = 310,000); AID 2642; P51787;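 active = compounds whose thallium flux B-score, printed positive for inhibition, exceeds three library SD while starting fluorescence stays within three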;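 also: channel opened by potassium depolarization with thallium stimulus after 20 min compound exposure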
DYRK1A inh: inhibitors of rat Dyrk1A kinase; Q63470; inhibition, % at 12.5 µM; actives 0.43% (n = 310,000); AID 504441; ADP-Glo luminescence, NFATc1 peptide; in the data active = inhibition above about 50%;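 also: plate controls were vehicle with enzyme for no effect and no enzyme for full effect; many of its hits are not listed in these tables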
RGS4 act: RGS4 potentiation or activation; HEK293 M3R/inducible RGS4, carbachol calcium flux Fluo4; hits give low values; B-score at 10 µM; actives 0.92% (n = 310,000); AID 463111;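 active = B-score of the integrated calcium signal more than 4 SD below the library mean, with starting fluorescence not abnormally high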;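 also: negative B-score means reduced calcium response which marks RGS4 activation or potentiation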
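Detection: kinetic calcium fluorescence imaging with Fluo4-AM dye, 2 µM / Material: HEK293 cells with stable M3R and inducible RGS4 / Schedule: recording 10 s baseline at 1 Hz, 100 s post-agonist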
KCNK3 block: human KCNK3 channel inhibition, primary screen; O14649; AID 602410; CHO-KCNK3 thallium flux, FluxOR fluorescence; hits give low values; B-score at 10 µM; actives 0.84% (n = 340,000);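 active = B-score under library mean minus 4 SD, starting fluorescence ratio at most library mean plus 5 SD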;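 also: more negative B-score means stronger inhibition of thallium flux through KCNK3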
GSK3B inh: human GSK3beta kinase inhibition. actives 0.038% (n = 300,000). activity score (negative = inhibition), % at 10 µM. GST-GSK3beta kinase, ADP-Glo luminescence, 60 min; hits give low values. P49841;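 active = more than half of replicate wells score below -50%, meaning over 50% inhibition versus plate controls; inconclusive = some replicates but at most half score below -50%; inactive = no replicate scores below -50%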;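 also: 0% = median DMSO wells and -100% = median GW8510 positive control wells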
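Test system: GST-fused GSK3beta enzyme, cell-free | Quantity: 1.6 ng GST-GSK3beta enzyme per well | Reagent: 25 µM ATP with peptide substrate | Schedule: 60 min enzyme reaction, room temperature | Signal: Luminescent ADP-Glo measurement of ADP formed | Read-out basis: Score relative to plate controls | Control set: DMSO and 20 µM GW8510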
PolyA inh: yeast polyadenylation inhibition; S. cerevisiae SKY197-pL101 polyadenylation reporter, beta-gal luminescence; efflux-impaired pdr1/pdr3 knockout yeast; score 100 = 6 SD above DMSO; calls only at 12 µM; actives 0.02% (n = 300,000);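 active = lowest replicate activity score at least 50, where 100 means six control SD above control mean; inconclusive = lowest score under 50 but half or more replicates reach 50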;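 also: yeast exposed to compound for 9 h at 30 °C; higher score means more reporter readthrough which indicates perturbed polyadenylation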
HDAC3 inhib: blocks human histone deacetylase 3; O15379; recombinant HDAC3, fluorogenic peptide/trypsin coupled, fluorescence; inhibition, % at 8.3 µM; actives 0.15% (n = 320,000); AID 2718; in the data active = inhibition above about 26%, passing the limit was not always enough; inconclusive = no clear call, values can overlap the other calls
Target sequence (O15379 whole entry, looked up): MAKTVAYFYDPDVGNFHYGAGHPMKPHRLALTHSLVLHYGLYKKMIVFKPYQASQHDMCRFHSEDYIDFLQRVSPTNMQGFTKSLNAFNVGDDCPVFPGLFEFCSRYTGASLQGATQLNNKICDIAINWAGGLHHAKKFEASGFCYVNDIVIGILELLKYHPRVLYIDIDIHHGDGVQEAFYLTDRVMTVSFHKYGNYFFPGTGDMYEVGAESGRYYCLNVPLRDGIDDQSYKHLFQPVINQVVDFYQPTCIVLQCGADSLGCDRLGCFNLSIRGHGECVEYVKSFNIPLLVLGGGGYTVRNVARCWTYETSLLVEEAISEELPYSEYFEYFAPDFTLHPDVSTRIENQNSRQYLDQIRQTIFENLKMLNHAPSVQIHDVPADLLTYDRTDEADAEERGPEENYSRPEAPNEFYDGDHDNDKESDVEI
* hit, by the source's call. Not all compounds are listed, so the mix of outcomes need not match the whole.

Results for O=C(COC(=O)/C=C/c1cccc(F)c1)Nc1ccc2[nH]c(=O)[nH]c2c1 ?
hERG rescue: -13; GSK3 alpha inh: -1; KCNK9 inh: inactive; KCNQ1 act: inactive; KCNQ1 inh: inactive; DYRK1A inh: -5; RGS4 act: inactive; KCNK3 block: inactive; GSK3B inh: -4; PolyA inh: inactive; HDAC3 inhib: 2

What do the screens show for `CCSc1nnc(-c2c[nH]c3ccccc23)o1`?
hERG rescue: -8; GSK3 alpha inh: 3; KCNK9 inh: inactive; KCNQ1 act: inactive; KCNQ1 inh: inactive; DYRK1A inh: 3; RGS4 act: inactive; KCNK3 block: inactive; GSK3B inh: 1; PolyA inh: inactive

Results for COC(=O)c1c(C)oc2ccc(N(C(=O)c3ccncc3)S(=O)(=O)c3ccccc3)cc12 ?
hERG rescue: -12; GSK3 alpha inh: -5; KCNK9 inh: inactive; KCNQ1 act: inactive; KCNQ1 inh: inactive; DYRK1A inh: 2; RGS4 act: inactive; KCNK3 block: inactive; GSK3B inh: 3; PolyA inh: inactive; HDAC3 inhib: 2

What do the screens show for `COc1ccc(CN2CCN(Cc3cccn3-c3ncccn3)CC2CCO)c(C)c1C` (configuration not stated)?
hERG rescue: -12; GSK3 alpha inh: 0; KCNK9 inh: inactive; KCNQ1 act: inactive; KCNQ1 inh: inactive; DYRK1A inh: 1; RGS4 act: inactive; KCNK3 block: inactive; GSK3B inh: 2; PolyA inh: inactive; HDAC3 inhib: -10

Results for CC(=O)c1cccc(-n2nnnc2SCC(=O)NNC(=O)C(C)C)c1 ?
hERG rescue: -8; GSK3 alpha inh: 0; KCNK9 inh: inactive; KCNQ1 act: inactive; KCNQ1 inh: inactive; DYRK1A inh: 0; RGS4 act: inactive; KCNK3 block: inactive; GSK3B inh: 6; HDAC3 inhib: -1

Results for O=C(c1cc(Br)ccc1Cl)N1CCCC1 ?
hERG rescue: -11; GSK3 alpha inh: -2; KCNK9 inh: inactive; KCNQ1 act: inactive; KCNQ1 inh: inactive; DYRK1A inh: -1; RGS4 act: inactive; KCNK3 block: inactive; GSK3B inh: 0; PolyA inh: inactive; HDAC3 inhib: 0

What do the screens show for `Cc1cc(Oc2ccc(Br)cc2)nc(SCC(=O)c2ccccc2)n1`?
hERG rescue: -5; GSK3 alpha inh: 2; KCNK9 inh: inactive; KCNQ1 act: inactive; KCNQ1 inh: inactive; DYRK1A inh: -2; RGS4 act: inactive; KCNK3 block: inactive; GSK3B inh: -2; PolyA inh: inactive; HDAC3 inhib: 4

Results for Cc1cc(C(=O)NC2CCCc3c2cnn3-c2cc(F)cc(F)c2)nn1C (configuration not stated) ?
hERG rescue: -10; GSK3 alpha inh: -2; KCNK9 inh: inactive; KCNQ1 act: inactive; KCNQ1 inh: inactive; DYRK1A inh: -8; RGS4 act: inactive; KCNK3 block: inactive; GSK3B inh: -3; PolyA inh: inactive; HDAC3 inhib: -2

How did C=CCn1c(COc2ccc(CC)cc2)nnc1SCC(=O)NC1CCS(=O)(=O)C1 (configuration not stated) do in these assays?
hERG rescue: -3; KCNK9 inh: inactive; KCNQ1 act: inactive; KCNQ1 inh: inactive; DYRK1A inh: -2; RGS4 act: inactive; KCNK3 block: inactive; GSK3B inh: 0; PolyA inh: inactive; HDAC3 inhib: -2

Results for COc1ccc(NC(=O)c2cn(CCC#N)nc2-c2cc3ccccc3o2)cc1 ?
hERG rescue: -15; GSK3 alpha inh: -3; KCNK9 inh: inactive; KCNQ1 act: inactive; KCNQ1 inh: inactive; DYRK1A inh: -1; RGS4 act: inactive; KCNK3 block: inactive; GSK3B inh: 2; PolyA inh: inactive; HDAC3 inhib: -2

Next section, overlapping the part above by 2 compounds.
How did C=CCn1c(COc2ccc(CC)cc2)nnc1SCC(=O)NC1CCS(=O)(=O)C1 (configuration not stated) do in these assays?
hERG rescue: -3; KCNK9 inh: inactive; KCNQ1 act: inactive; KCNQ1 inh: inactive; DYRK1A inh: -2; RGS4 act: inactive; KCNK3 block: inactive; GSK3B inh: 0; PolyA inh: inactive; HDAC3 inhib: -2

Results for COc1ccc(NC(=O)c2cn(CCC#N)nc2-c2cc3ccccc3o2)cc1 ?
hERG rescue: -15; GSK3 alpha inh: -3; KCNK9 inh: inactive; KCNQ1 act: inactive; KCNQ1 inh: inactive; DYRK1A inh: -1; RGS4 act: inactive; KCNK3 block: inactive; GSK3B inh: 2; PolyA inh: inactive; HDAC3 inhib: -2

What do the screens show for `c1ccc(CNc2nc3ccccc3n3cnnc23)nc1`?
hERG rescue: -15; GSK3 alpha inh: 0; KCNK9 inh: inactive; KCNQ1 act: inactive; KCNQ1 inh: inactive; DYRK1A inh: 24; RGS4 act: inactive; KCNK3 block: inactive; GSK3B inh: 1; PolyA inh: inactive; HDAC3 inhib: 1

How did Cc1ccc(S[C@@H](CCN2CC[C@H](C(C)(C)C)CCC2=O)c2ccccc2)cc1 do in these assays?
hERG rescue: -6; GSK3 alpha inh: -1; KCNK9 inh: inactive; KCNQ1 act: inactive; KCNQ1 inh: 7*; DYRK1A inh: 5; RGS4 act: inactive; KCNK3 block: inactive; GSK3B inh: 0; PolyA inh: inactive; HDAC3 inhib: 2

How did Cc1ccc(-c2csc(N(CCO)CCCn3c(C(F)(F)F)nc4ccccc43)n2)cc1 do in these assays?
hERG rescue: -22; GSK3 alpha inh: -2; KCNK9 inh: inactive; KCNQ1 act: inactive; KCNQ1 inh: inactive; DYRK1A inh: 11; RGS4 act: inactive; KCNK3 block: inactive; GSK3B inh: 2; PolyA inh: inactive; HDAC3 inhib: inconclusive

Results for C=CCNc1nc2ccccc2nc1NS(=O)(=O)c1cccc(C)c1 ?
hERG rescue: -12; GSK3 alpha inh: 9; KCNK9 inh: inactive; KCNQ1 act: inactive; KCNQ1 inh: inactive; DYRK1A inh: 1; RGS4 act: inactive; KCNK3 block: inactive; GSK3B inh: 1; PolyA inh: inactive; HDAC3 inhib: -5

What do the screens show for `c1ccc(Cc2noc(CN3CCN(C4CCc5ccccc5C4)CC3)n2)cc1` (configuration not stated)?
hERG rescue: -13; GSK3 alpha inh: -3; KCNK9 inh: inactive; KCNQ1 act: inactive; KCNQ1 inh: inactive; RGS4 act: inactive; KCNK3 block: inactive; GSK3B inh: 3; PolyA inh: inactive; HDAC3 inhib: 5

Results for CCOC(=O)c1ccc(NC(=S)NCc2cccnc2)cc1 ?
hERG rescue: -11; GSK3 alpha inh: -1; KCNK9 inh: inactive; KCNQ1 act: inactive; KCNQ1 inh: inactive; DYRK1A inh: -4; RGS4 act: inactive; KCNK3 block: inactive; GSK3B inh: 3; HDAC3 inhib: -1

Results for O=C(NCc1ccc(Cl)cc1)C(=O)N/N=C/c1ccc(Br)cc1 ?
hERG rescue: 1; GSK3 alpha inh: 1; KCNK9 inh: inactive; KCNQ1 act: inactive; KCNQ1 inh: inactive; DYRK1A inh: -5; RGS4 act: inactive; KCNK3 block: inactive; GSK3B inh: 3; PolyA inh: inactive; HDAC3 inhib: -6

How did Cc1cccc(C)c1N1CCN(S(=O)(=O)N2CCCCC2)CC1 do in these assays?
hERG rescue: -4; GSK3 alpha inh: 2; KCNK9 inh: inactive; KCNQ1 act: inactive; KCNQ1 inh: inactive; DYRK1A inh: -67; RGS4 act: inactive; KCNK3 block: -12*; GSK3B inh: 1; PolyA inh: inactive; HDAC3 inhib: 0

What do the screens show for `COc1ccc(C(=O)N/N=C(\C)CC(=O)Nc2ccc(Cl)cn2)cc1`?
hERG rescue: -11; GSK3 alpha inh: 1; KCNK9 inh: inactive; KCNQ1 act: inactive; KCNQ1 inh: inactive; DYRK1A inh: 9; RGS4 act: inactive; KCNK3 block: inactive; GSK3B inh: -1; PolyA inh: inactive; HDAC3 inhib: -3

Results for OCc1cn(-c2ccccc2)nc1-c1ccc2c(c1)OCCO2 ?
hERG rescue: -9; GSK3 alpha inh: 7; KCNK9 inh: inactive; KCNQ1 act: inactive; KCNQ1 inh: inactive; DYRK1A inh: -1; RGS4 act: inactive; KCNK3 block: inactive; GSK3B inh: -3; PolyA inh: inactive; HDAC3 inhib: -3

What do the screens show for `Cc1ccc(-n2cnc3sc(C)c(C)c3c2=O)cc1`?
hERG rescue: -2; KCNK9 inh: inactive; KCNQ1 act: inactive; KCNQ1 inh: inactive; DYRK1A inh: -5; RGS4 act: inactive; KCNK3 block: inactive; GSK3B inh: 2; PolyA inh: inactive; HDAC3 inhib: 5

Results for C#CC(CC)(CC)NC(=O)NC1CCCCC1 ?
hERG rescue: -7; GSK3 alpha inh: -2; KCNK9 inh: inactive; KCNQ1 act: inactive; KCNQ1 inh: inactive; DYRK1A inh: 1; RGS4 act: inactive; KCNK3 block: inactive; GSK3B inh: -3; PolyA inh: inactive; HDAC3 inhib: 1

Results for CCN(CC)S(=O)(=O)c1ccc(Cl)c(C(=O)NCc2ccccc2Cl)c1 ?
hERG rescue: -8; GSK3 alpha inh: -1; KCNK9 inh: inactive; KCNQ1 act: inactive; KCNQ1 inh: inactive; DYRK1A inh: 5; RGS4 act: inactive; KCNK3 block: inactive; GSK3B inh: 4; PolyA inh: inactive; HDAC3 inhib: 2

What do the screens show for `CC(C)N(Cc1ccccc1)C(=O)CN1C(=O)c2ccccc2C1=O`?
hERG rescue: -4; GSK3 alpha inh: -3; KCNK9 inh: inactive; KCNQ1 act: inactive; KCNQ1 inh: inactive; DYRK1A inh: 2; RGS4 act: inactive; KCNK3 block: inactive; GSK3B inh: 4; PolyA inh: inactive; HDAC3 inhib: -7

What do the screens show for `Cc1cccc2c1cnn2C(=O)Nc1ccccc1Br`?
hERG rescue: -3; GSK3 alpha inh: 0; KCNK9 inh: inactive; KCNQ1 act: inactive; KCNQ1 inh: inactive; DYRK1A inh: 0; RGS4 act: inactive; KCNK3 block: inactive; GSK3B inh: -2; HDAC3 inhib: -1

How did O=C(CN1CCCC1)N1CCCC(c2ccc(F)cc2)c2ccc(F)cc21 (configuration not stated) do in these assays?
hERG rescue: -6; GSK3 alpha inh: -4; KCNK9 inh: inactive; KCNQ1 act: inactive; KCNQ1 inh: inactive; DYRK1A inh: 3; RGS4 act: inactive; KCNK3 block: inactive; GSK3B inh: 1; PolyA inh: inactive; HDAC3 inhib: 3

What do the screens show for `O=C(NCCNc1ccnc2cc(Cl)ccc12)c1ccccc1F`?
hERG rescue: -8; GSK3 alpha inh: 3; KCNK9 inh: inactive; KCNQ1 act: inactive; KCNQ1 inh: inactive; DYRK1A inh: 5; RGS4 act: inactive; KCNK3 block: inactive; GSK3B inh: -3; PolyA inh: inactive; HDAC3 inhib: 4
